Source: PubChem BioAssay (several laboratories)
TbMetRS inhib – Trypanosoma brucei MetRS inhibition. 0.4% of 360,000 active. AID 624268. purified T. brucei MetRS, ATP depletion, Kinase-Glo luminescence. inhibition, % at 11.9 µM;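 active = inhibition above a per-plate cutoff of the control wells' mean inhibition plus 3 SD, cut at about 5.5% in these data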;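 note: 0% = DMSO wells median and 100% = median of wells with control inhibitor compound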
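Material: parasite MetRS enzyme / Replication: singlicate, one well per compound / Signal: luminescence of leftover ATP / Schedule: 2 h aminoacylation at 25 °C after 15 min preincubation / Medium: HEPES-MgCl2-KCl buffer plus DTT, spermine, BSA, pyrophosphatase / Doses: 11.9 µM single point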
NRP1-CendR mod – NRP-1/CendR interaction modulation | O14786 | FAM-RPARPAR peptide binding to NRP-1, fluorescence polarization | inhibition, % at 25 µM | 0.85% of 360,000 active | AID 602438;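 active = inhibition or corrected inhibition above about 18%, plus a signal ratio from 0.5 to 1.5, limit read from the data, passing the limit was not always enough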; note: strong numbers were not always called active
DNMT1 inh – blocks human DNA methyltransferase DNMT1; P26358; DNMT1 molecular beacon, Hinp1I cleavage, fluorescence; inhibition (reported as % activation of signal), % at 10 µM; 0.83% of 360,000 active; in the data active = inhibition above about 50%
Target sequence (P26358 504-1616 limits assumed): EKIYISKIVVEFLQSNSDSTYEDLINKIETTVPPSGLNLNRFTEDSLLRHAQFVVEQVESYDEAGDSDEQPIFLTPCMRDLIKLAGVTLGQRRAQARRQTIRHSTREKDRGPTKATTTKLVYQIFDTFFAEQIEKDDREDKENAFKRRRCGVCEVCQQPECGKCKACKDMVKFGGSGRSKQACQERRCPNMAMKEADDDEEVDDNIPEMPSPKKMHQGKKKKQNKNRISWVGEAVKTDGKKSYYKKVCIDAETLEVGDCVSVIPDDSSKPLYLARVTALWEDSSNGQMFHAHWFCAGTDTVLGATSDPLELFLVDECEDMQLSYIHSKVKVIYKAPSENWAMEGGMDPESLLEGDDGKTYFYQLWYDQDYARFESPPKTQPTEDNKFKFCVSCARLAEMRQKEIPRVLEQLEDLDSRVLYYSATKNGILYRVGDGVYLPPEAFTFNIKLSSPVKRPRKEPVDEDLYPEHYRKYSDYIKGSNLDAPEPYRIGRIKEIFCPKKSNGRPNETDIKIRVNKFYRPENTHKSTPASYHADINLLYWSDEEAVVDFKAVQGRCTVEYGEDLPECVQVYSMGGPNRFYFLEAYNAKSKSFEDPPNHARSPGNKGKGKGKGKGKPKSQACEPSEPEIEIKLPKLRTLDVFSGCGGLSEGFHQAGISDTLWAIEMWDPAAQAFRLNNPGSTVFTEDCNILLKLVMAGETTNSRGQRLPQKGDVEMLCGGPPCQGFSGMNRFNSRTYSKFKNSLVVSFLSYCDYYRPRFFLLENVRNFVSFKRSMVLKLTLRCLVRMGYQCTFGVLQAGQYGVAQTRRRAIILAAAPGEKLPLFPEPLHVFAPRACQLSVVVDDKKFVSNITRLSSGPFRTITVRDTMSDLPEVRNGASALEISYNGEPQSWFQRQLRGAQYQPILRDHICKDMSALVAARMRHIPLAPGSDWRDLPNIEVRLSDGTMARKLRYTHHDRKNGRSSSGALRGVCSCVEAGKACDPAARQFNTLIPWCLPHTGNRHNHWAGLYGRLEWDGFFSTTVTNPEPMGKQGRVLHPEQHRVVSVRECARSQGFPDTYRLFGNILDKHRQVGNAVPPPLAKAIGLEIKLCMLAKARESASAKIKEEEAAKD
LMPTP block – blocks human LMPTP phosphatase | P24666 | recombinant LMPTP-A, OMFP fluorogenic substrate, fluorescence intensity | inhibition, % at 20 µM | 0.22% of 360,000 active | AID 651560;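 active = compounds that cut the enzyme signal by at least half of the control window in the single-dose screen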;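 note: plate controls were DMSO wells with enzyme plus substrate for no effect and substrate without enzyme for full effect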
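Assay system: LMPTP-A phosphatase enzyme | Input: 0.625 nM enzyme | Also added: Fluorogenic phosphatase substrate OMFP at 400 µM final | Compound dosing: One test concentration per compound, 20 µM, with 3% DMSO overall | Schedule: 50 min enzyme reaction at room temperature, protected from light | Signal: Fluorescence intensity | Benchmarks: no-enzyme and uninhibited controls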
Neddylation inh – blocks human cullin neddylation; P61081+Q13564; TR-FRET cullin neddylation, biochemical; calls only at 25 µM; 0.58% of 360,000 active; AID 651699; in the data active = inhibition above about 36%
NadD block – inhibitors of Staphylococcus aureus NadD; purified NadD enzyme, colorimetric absorbance read-out; AID 602399; inhibition, % at 20 µM; 0.78% of 360,000 active; in the data active = inhibition above about 26%; note: some compounds past the cut are filed as inactive
Scp1 inh – blocks human Scp-1 phosphatase activity | AID 493091 | Q9GZU7 | inhibition, % at 20 µM | 0.88% of 340,000 active | Recombinant Scp1, phosphopeptide, malachite green phosphate absorbance;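 active = inhibition above about 50% at 20 µM, limit read from the data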;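 note: plate controls were DMSO wells with enzyme for no effect and wells lacking enzyme for full effect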
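System: truncated SCP-1 phosphatase (76-261aa); medium: Tris acetate buffer pH 5.5 with MgCl2 and Tween-20; incubation: 45 min room-temperature reaction, 5 min colour, 30 min stabiliser; compound: single 20 µM dose, 1% DMSO; reagent: Phosphorylated 17-residue peptide substrate; read-out: % inhibition at 20 µM; technique: colorimetric free-phosphate detection, absorbance 630 nm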
STEP block – inhibitors of human striatal-enriched phosphatase STEP | recombinant STEP, OMFP fluorogenic substrate, fluorescence | P54829 | 0.25% of 360,000 active | inhibition, % at 20 µM;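 active = inhibition at 20 µM, scaled per plate between control wells, above about 37%, limit read from the data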;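 note: 0% = DMSO with enzyme and substrate and 100% = substrate only without enzyme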
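Measure: Control-normalized % inhibition with plate pattern correction | Test system: STEP phosphatase, cell-free reaction | Medium: pH 6.0 Bis-Tris with DTT and Tween 20 | Technique: Fluorescence, 480/540 nm | Times: Reaction 20 min, ambient temperature | Doses: Single compound dose of 20 µM, 1% DMSO final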
SKN-1 inh – blocks SKN-1 activity in C. elegans; C. elegans VP596 Pgst-4::GFP/RFP ratio, acrylamide-induced, 24 h; inhibition, % at 21.8 µM; 0.49% of 360,000 active;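 active = interference check ratio from 0.5 to 1.5 plus GFP to RFP signal ratio inhibition reaching or exceeding a fixed threshold, cut at about 30% in these data, passing the limit was not always enough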; note: some compounds called inactive have numbers as strong as hits
SUMO1 PPI mod – modulators of human SUMO1-mediated protein-protein interactions; P63165; SUMO1 binding to a labelled peptide, TR-FRET, 1 h; inhibition, % at 20 µM; 0.33% of 360,000 active; AID 602429; in the data active = inhibition above about 37%
* hit, by the source's call; i = inactive; · = no result given.

SMILES	TbMetRS inhib	NRP1-CendR mod	DNMT1 inh	LMPTP block	Neddylation inh	NadD block	Scp1 inh	STEP block	SKN-1 inh	SUMO1 PPI mod
Cc1ccc(S(=O)(=O)N2[C@@H](c3ccc(Cl)cc3)C(C(=O)O)=C[C@H]2C(C)(C)C)cc1	-0.9	1	1	0.0	i	2	-8	4	5	9
COc1ccccc1-c1noc2c1C(=O)NCC2	-1.2	-10	6	-2.4	i	-3	·	-4	-3	0
COc1ccc(S(=O)(=O)N2CCOCC2)cc1NC(=O)c1cccc(Cl)c1	-0.2	6	0	1.2	i	1	-10	4	8	-2
O=C1Cc2ccccc2C(c2ccccc2)N1 (stereo not drawn)	-0.1	0	-8	-1.1	i	5	-10	-2	9	-3
Cc1cccc(NC(=O)c2cccc(Cn3cc(Br)c([N+](=O)[O-])n3)c2)c1C	0.7	14	-3	2.1	i	-3	-4	0	15	-4
CC1C=CCC2C(=O)N(c3ccccc3OC(=O)c3ccco3)C(=O)C12 (stereo not drawn)	-0.9	11	-1	-0.1	i	-3	-7	1	6	-2
Cn1cccc1CC(=O)N/N=C/c1ccco1	0.3	14	0	-2.8	i	4	-14	0	3	2
COc1ccc(C(=O)NCCS(=O)(=O)NCCc2ccccc2)cc1	-0.3	0	1	-1.9	i	-6	-7	0	-3	5
O=C(CCCc1c[nH]c2ccccc12)NCC1COc2ccccc2O1 (stereo not drawn)	-0.8	0	1	0.1	i	-7	-5	8	-9	0
C=CCn1c(COc2cccc3ccc(C)nc23)nnc1SCC(N)=O	-0.9	-9	-3	-0.6	·	0	8	0	8	1
CCOC(=O)[C@]12CCC=C1N(Cc1ccccc1)C(=O)[C@H](CC(=O)NCCCN1CCCC1=O)C2	-1.2	7	·	0.8	i	-4	·	·	14	7
COc1cc2c(cc1OC)CN(c1ccc3ccccc3n1)CC2	0.9	-33	-8	3.6	i	5	-4	6	26	-4
CC(=O)Nc1ccc(NC(=O)C(C)OC(=O)CCC2CCCC2)cc1 (stereo not drawn)	-0.5	7	-1	-1.0	i	5	-6	0	-8	3
COc1ccc(/C=N/NC(=O)c2cccnc2)cc1O	0.3	10	-2	-1.2	i	-4	-12	1	-7	-5
C[C@@H]1CC=C[C@H]2[C@H]1C(=O)N(Cc1ccccc1)[C@H]2c1ccc(-c2cc3ccccc3s2)cc1F	-0.5	2	13	4.3	i	8	-3	2	3	4
O=C(c1ccco1)C(O)c1ccco1 (stereo not drawn)	-0.4	-4	6	-0.1	i	0	8	3	-6	1
CCOC(=O)CSc1nc(NC#N)nc(N(CC)CC)n1	-0.4	-2	-7	1.1	i	3	-3	-1	19	2
Cn1c(SCC(=O)N2c3ccccc3CCc3ccccc32)nnc1-c1cc2ccccc2cc1O	0.9	-8	-9	4.1	i	56*	4	1	5	3
CCOC(=O)c1c(C)nn(-c2ncccc2NC(=O)NC(C)C)c1C	0.1	-2	0	-0.9	i	-3	-5	1	-5	1
COc1ccc2cc3cc(C(=O)Nc4ccc5c(c4)OCO5)oc3nc2c1	-0.1	12	60*	1.1	i	-1	1	-3	-2	-2
CCCn1nnnc1NCc1ccc(N(CC)CC)cc1	-1.7	14	0	-0.1	i	-7	-3	2	9	-1
CC(C)(C)c1cc(C(=O)N/N=C/c2ccc(O)cc2)n(-c2ccccc2)n1	-0.4	-7	-3	3.0	i	2	-5	-1	19	-1
COc1ccc(NC(=O)c2ccccc2-c2ccc(C(F)(F)F)cc2)cc1S(=O)(=O)N1CCOCC1	-1.4	-5	-2	0.6	i	-1	-1	-1	3	-5
O=C(CSc1nnnn1-c1ccccc1)Nc1ccc(Cl)cn1	-1.5	14	5	-0.1	i	11	0	0	-23	2
Cc1ccc(C(C(=O)NC2CCCCC2)N(Cc2cccnc2)C(=O)c2csnn2)cc1 (stereo not drawn)	-0.4	10	3	-2.9	i	0	-1	1	-8	4
COc1ccc(C(=O)Oc2cc(N)n(S(=O)(=O)c3ccccc3)n2)cc1	-0.1	-4	12	-0.1	i	0	-3	-3	-7	1
O=C(Cn1cnc2c(oc3ccccc32)c1=O)N1CCCc2ccccc21	0.5	-1	2	-0.3	i	-3	-5	-5	-9	2
CCOC(=O)c1sc(SCC(=O)Nc2ccc(N(C)C)cc2)nc1N	-0.8	-13	-13	1.3	i	10	6	-3	-4	-16
Nc1nc(N)c2cc(CNc3ccc(Cl)c(Cl)c3)ccc2n1	2.0	4	-3	12	i	2	·	5	22	-120
COc1ccc(C2=NN(C(=O)CSc3ncccn3)C(c3cccc(OC)c3OC)C2)cc1 (stereo not drawn)	-0.2	-2	1	1.7	i	-5	-7	1	-5	1
O=C(CCCCCn1c(=S)[nH]c2ccc(N3CCOCC3)cc2c1=O)NC1CCN(Cc2ccccc2)CC1	-0.4	-8	-3	5.4	·	-5	13	1	-10	4
Cc1cc(C)nc(NS(=O)(=O)c2ccc(NC(=O)c3ccc4c(c3)OCCO4)cc2)n1	0.7	-14	-1	0.5	i	3	2	-1	-3	2
COc1ccc(SC[C@H](CC(C)C)N2CCN(C)CCC2=O)cc1	0.4	0	4	-0.3	i	-2	-4	1	-5	2
CCS(=O)(=O)Nc1cccc(C2=NN(S(=O)(=O)c3ccc(C)cc3)C(c3ccco3)C2)c1 (stereo not drawn)	-0.7	-6	-6	0.3	i	-5	-5	0	3	-3
CCOC(=O)C1(C)/C(=N/Nc2ccccc2Cl)C(=O)C(=O)N1c1ccccc1 (stereo not drawn)	-0.2	8	0	2.8	i	16	-10	5	8	-33
COc1ccc(N2C3=C(C(=O)CC(C)(C)C3)C(c3cnn(C)c3)C3=C2CC(C)(C)CC3=O)cc1	0.2	10	-6	-0.8	·	-2	-13	-2	25	30
COc1ccc(OC)c(CCNC(=O)CCn2ccc3cc(S(=O)(=O)N4CCCC4)ccc32)c1	-0.3	4	-1	-0.4	i	-3	-6	3	-1	5
Cc1csc(SCC(=O)Nc2ccc3[nH]c(=O)[nH]c3c2)n1	-0.3	16	-2	-2.7	i	-4	-18	-1	7	9
CCC(C#CCN1CCOCC1)(CC)OCCC#N	-0.1	6	1	-0.5	i	2	-3	7	3	-1
CCCCN(C)C(=O)c1cc2cc3cc(OC)ccc3nc2o1	-0.6	-1	2	-0.2	·	2	-6	-6	8	-19
COc1ccc(S(=O)(=O)N2CCc3ccccc32)cc1NC(C)=O	-0.4	6	-1	1.0	i	2	-3	14	4	4
CCOc1ccccc1NC(=O)COC(=O)c1ccc2ccccc2n1	-0.6	5	12	-1.6	i	-3	6	0	-24	-18
Cc1ccc(Cl)cc1-c1cc(C(=O)NCC2CCCCC2)[nH]n1	-0.1	2	0	0.7	i	7	·	-1	9	-3
CC(C)(C)OC(=O)NCCCCCNC(=O)c1nc[nH]c1C(=O)NCC(=O)OCc1ccccc1	-0.4	0	1	-0.5	i	13	0	-3	-5	-3
O=C(c1ccccc1Br)N1CCc2c([nH]c3ccccc23)C1	0.4	0	-10	1.8	i	4	-16	23	8	1
Cc1cccc(-c2nc(=S)c3c(n2Cc2ccco2)CCCC3)c1	0.8	-6	8	1.0	i	6	-2	-3	17	3
CSc1nc(C(=O)N2CCCC(Nc3ccc(C)c(C)c3)C2)cs1 (stereo not drawn)	-0.6	18	-4	0.4	i	-3	-5	2	16	5
c1cc(-c2noc(CCC3CCCC3)n2)ccn1	-1.0	0	2	-1.2	i	-6	1	-1	-33	-2
CC(=O)c1ccc(S(=O)(=O)N(C)CCCC(=O)N(C)Cc2c(F)cccc2Cl)cc1	-1.1	2	-1	0.1	i	-5	-5	0	0	12
CCN(CC)C(=O)C(Cc1ccccc1)N1C(=O)c2ccccc2C1=O (stereo not drawn)	-0.7	-2	2	-1.3	i	2	-6	-2	-13	36
COc1ccc(S(=O)(=O)NNS(=O)(=O)c2ccc(OC)c(OC)c2)cc1OC	-0.1	1	2	-1.0	i	2	·	-1	13	-2
CC(C)Cn1c(N)c(C(=O)COC(=O)C2=COCCO2)c(=O)n(C)c1=O	0.0	-21	-1	0.1	i	0	-2	0	13	8
Cc1ccc(-n2nc3c(=O)n(C(C)C(=O)NCCc4cccs4)nc(C)c3c2C)cc1 (stereo not drawn)	-0.1	8	1	0.2	i	1	-2	2	-1	2
Fc1cccc(Nc2ncnc3[nH]ncc23)c1	0.0	10	1	-25	i	-1	-6	-3	17	2
Cc1nn(C)c(C)c1S(=O)(=O)N(CC(=O)Nc1ccc2c(c1)OCO2)c1ccc(C(C)C)cc1	0.1	-6	-4	2.0	i	1	-3	2	11	5
CC(=O)NC(CC(=O)NCc1ccncc1)c1ccccc1 (stereo not drawn)	0.1	8	3	-0.3	i	-1	-2	2	-13	3
O=c1ccc(C(F)(F)F)cn1Cc1cc(=O)n2ccsc2n1	-1.4	5	1	-2.0	i	-1	2	-1	3	-1
O=C(O)c1cccc(S(=O)(=O)N(Cc2ccccc2)c2ccccc2)c1	-0.2	-8	-3	-0.3	i	-2	-6	0	-3	6
O=C(N/N=C/c1ccccn1)c1cc(C2CC2)[nH]n1	0.0	-9	1	-0.3	i	-6	-6	2	3	2
CC(C)(C)NC(=O)CCc1ncc(C(F)(F)F)cc1Cl	-1.6	0	2	1.3	i	2	1	3	-10	-2
COc1ccc(-c2csc(N3CCC(C(N)=O)(N4CCCCC4)CC3)n2)cc1	0.7	-4	3	0.7	i	9	-5	71*	7	-4
CCOC(=O)C1CCN(C(=O)COc2ccc(N(C)S(=O)(=O)c3cccs3)cc2)CC1	-0.1	14	-2	-2.3	i	0	1	-3	-7	-2
O=C(CSc1nnc(Nc2ccccc2F)s1)Nc1cccc(S(=O)(=O)N2CCCCC2)c1	0.1	4	-10	2.3	i	10	-8	0	13	5

Reformatted comma-delimited: part of the list above
molecule,TbMetRS inhib,NRP1-CendR mod,DNMT1 inh,LMPTP block,Neddylation inh,NadD block,Scp1 inh,STEP block,SKN-1 inh,SUMO1 PPI mod
Cc1cccc(-c2nc(=S)c3c(n2Cc2ccco2)CCCC3)c1,0.8,-6,8,1.0,i,6,-2,-3,17,3
Cc1ccc(Cl)cc1-c1cc(C(=O)NCC2CCCCC2)[nH]n1,-0.1,2,0,0.7,i,7,·,-1,9,-3
O=c1ccc(C(F)(F)F)cn1Cc1cc(=O)n2ccsc2n1,-1.4,5,1,-2.0,i,-1,2,-1,3,-1
Cc1ccc(-n2nc3c(=O)n(C(C)C(=O)NCCc4cccs4)nc(C)c3c2C)cc1 (stereo not drawn),-0.1,8,1,0.2,i,1,-2,2,-1,2
